Screening data deposited in PubChem by National Center for Advancing Translational Sciences (NCATS).
DRD3 agonist – agonists of human D3 dopamine receptor; P35462; D3R DiscoveRx beta-arrestin cells, luminescence, 90 min; max activation, %; actives 0.58% (n = 410,000); AID 652048; in the data active = max activation above about 30%; note: 0% is about no effect; mostly tested at two doses, the higher about 12 µM
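Agonist mode: compounds and dopamine controls were applied to plated cells for 90 min at 37 degrees C after an overnight attachment at 1500 cells/well. Luminescent read-out followed 30 - 60 minutes at room temperature with DiscoveRx detection reagent.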
FUS yeast rescue – rescues growth of FUS-expressing yeast; AID 1347120; actives 0.24% (n = 390,000); S. cerevisiae FUS-expressing, growth rescue, OD600, 24 h; Potency, µM (titrated, usually from 76.6 µM), for the others: at the top dose growth rescue (activation), hits mostly activators;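 note: potency is the fitted concentration of half-maximal effect; plate controls were DMSO vehicle for no effect and reference control for full effect; nearly all actives have a fitted effect of over 55% in size; some results filed as inactive show a strong effect at the top dose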
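FUS-expressing yeast, raffinose-pregrown, induced in 2% galactose minimal medium at OD 0.005; compounds in a dilution series, 24hr at 30C. Growth restoration read as absorbance at 600 nm. CP55940 positive control, DMSO negative.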
Abeta yeast res – restores growth of yeast expressing A-beta42 peptide. yeast expressing A-beta42, growth rescue, OD600, 48 h; response scale: 0% DMSO, 100% iron-clioquinol control. Potency, µM (highest dose often 46.1 µM), for inactives: at the top dose growth rescue, most hits filed as activators. actives 0.063% (n = 410,000). AID 1347071; note: potency is the fitted concentration of half-maximal effect; nearly all actives have a fitted effect of over 55% in size
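Yeast growth medium received pinned compounds, then yeast cells expressing toxic A-beta were added; plates incubated at 30 C for 48 hr. Growth read as absorbance at 600 nm, normalized to DMSO and equimolar FeCl3 plus clioquinol controls.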
EPAC2 antag – blocks human EPAC2 exchange factor | Q8WZA2 | EPAC2 GEF exchange of Rap1B-BODIPY-GDP, fluorescence | Potency, µM (titrated, usually from 114 µM), for inactives: at the highest dose activity, negative = inhibition, most hits filed as inhibitors | actives 0.18% (n = 360,000) | AID 720708; note: potency is the fitted concentration of half-maximal effect; % is set by controls: 0 for no effect and ±100 for the full control effect; nearly all actives have a fitted effect of over 45% in size; many of its hits are not listed in these tables
Target sequence (Q8WZA2 whole entry, looked up): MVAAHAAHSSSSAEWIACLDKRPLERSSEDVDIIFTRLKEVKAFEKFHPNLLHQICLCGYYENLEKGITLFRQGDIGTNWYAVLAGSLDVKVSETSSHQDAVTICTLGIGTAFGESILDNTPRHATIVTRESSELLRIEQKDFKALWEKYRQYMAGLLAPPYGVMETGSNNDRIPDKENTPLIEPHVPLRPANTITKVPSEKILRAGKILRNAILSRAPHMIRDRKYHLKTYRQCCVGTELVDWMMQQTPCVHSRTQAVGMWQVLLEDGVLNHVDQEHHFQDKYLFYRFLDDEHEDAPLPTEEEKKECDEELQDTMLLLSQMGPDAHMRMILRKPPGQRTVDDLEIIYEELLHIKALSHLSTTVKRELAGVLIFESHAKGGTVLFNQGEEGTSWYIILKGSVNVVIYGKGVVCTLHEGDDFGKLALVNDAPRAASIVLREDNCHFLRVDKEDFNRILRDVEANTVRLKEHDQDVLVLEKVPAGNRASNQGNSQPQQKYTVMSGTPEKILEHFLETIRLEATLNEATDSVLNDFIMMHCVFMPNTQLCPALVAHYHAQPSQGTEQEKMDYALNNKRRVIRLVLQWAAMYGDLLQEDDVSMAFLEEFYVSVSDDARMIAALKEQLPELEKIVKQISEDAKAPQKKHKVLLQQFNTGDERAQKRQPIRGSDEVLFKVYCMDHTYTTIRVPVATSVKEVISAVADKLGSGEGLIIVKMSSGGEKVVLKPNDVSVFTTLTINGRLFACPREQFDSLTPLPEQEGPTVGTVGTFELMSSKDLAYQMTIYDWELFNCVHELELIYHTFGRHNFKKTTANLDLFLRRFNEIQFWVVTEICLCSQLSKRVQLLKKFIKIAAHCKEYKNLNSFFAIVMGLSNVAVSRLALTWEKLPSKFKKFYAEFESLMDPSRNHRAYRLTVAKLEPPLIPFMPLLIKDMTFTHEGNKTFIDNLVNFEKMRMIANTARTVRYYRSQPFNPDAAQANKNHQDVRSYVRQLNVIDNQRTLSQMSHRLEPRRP
D3 antag – blocks the human D3 dopamine receptor; D3R cells, DiscoveRx beta-arrestin luminescence, antagonist mode; hits give low values; max response, negative = inhibition, %; actives 2.5% (n = 360,000); in the data active = max response below about -50%; inconclusive = no clear call, values can overlap the other calls; note: % is set by controls: 0 for no effect and ±100 for the full control effect; mostly tested at two doses, the higher about 12 µM
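Cells plated overnight at 1500 cells/well, then exposed to library compounds with dopamine controls for 90 minutes at 37 degrees C. DiscoveRx reagent added for 30–60 minutes at room temperature; luminescence read, quantitative HTS format.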
EPAC2 ag – activates human EPAC2 exchange factor; Q8WZA2; actives 0.079% (n = 360,000); Potency, µM (doses to about 154 µM), without a hit: at the top dose activation, most hits filed as activators; EPAC2 activation, biochemical qHTS; response scale: 100% = 6.5 mM cAMP response; note: potency is the fitted concentration of half-maximal effect; nearly all actives have a fitted effect of over 50% in size
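Fluorescence exchange assay: 100 nM EPAC2 with 250 nM RAP1B-BODIPY-GDP and 50 uM GDP; compounds tested as a concentration-titration series (qHTS). Loss of Rap1-bound BODIPY-GDP fluorescence read at 480/540 nm; data normalized to 6.5 mM cAMP.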
TDP43 rescue – rescues yeast growth from TDP-43 toxicity; TDP-43 expressing yeast growth rescue, BacTiter-Glo, 24 h; Potency, µM (titrated, usually from 46.1 µM), inactives show at the top dose growth rescue (activation), hits mostly activators; AID 652104; actives 1.8% (n = 410,000); note: potency is the fitted concentration of half-maximal effect; % of control where 0% means no effect; nearly all actives have a fitted effect of over 50% in size
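Growth rescue of TDP-43-toxic yeast measured as ATP luminescence (BacTiter-Glo). Cells grown to mid-log in raffinose, induced in galactose at OD600=0.02, exposed to compound 24 hr at 30 deg C.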
aSyn yeast inh – inhibitors of alpha-synuclein toxicity in yeast; actives 0.14% (n = 370,000); Yeast expressing alpha-synuclein, growth rescue, BacTiter-Glo, 24 h; AID 652106; Potency, µM (doses to about 46.1 µM), inactives show at the top dose growth rescue (activation), hits mostly activators; note: potency is the fitted concentration of half-maximal effect; % of control where 0% means no effect; nearly all actives have a fitted effect of over 65% in size
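Readout is rescue of growth in alpha-synuclein-expressing yeast, so inhibitors of toxicity appear as activators. Growth after 24 hr at 30 deg C in galactose medium is quantified by luminescence.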
* hit, by the source's call; ? = inconclusive; / = not tested or not shown; [ ] = remark or other dose. Unless noted, calls come from the whole dose curve; as a rule, active = well fitted curve in the direction sought with a large enough effect; inconclusive = small, poorly fitted or top-dose-only effect, or another doubt; inactive = no such curve, though single readings can be large; an effect the other way counts as inactive or inconclusive. This is a subset; count on the stated rates, not on these rows.

SMILES	DRD3 agonist	FUS yeast rescue	Abeta yeast res	EPAC2 antag	D3 antag	EPAC2 ag	TDP43 rescue	aSyn yeast inh
CCOC(=O)c1c(NC(=O)CSc2nnnn2-c2ccc(OC)cc2)sc(C)c1C	14	6%	-94%[inhibitor]	2%	33	4%	-18%	-34%[inhibitor]
CN(C)c1cc(NC(=O)CNC(C)(C)C)c2ccccc2n1	1	16%	-21%	0%	11	8%	-3%	-3%
CCN1CCN(c2ccc(S(=O)(=O)N3CCOCC3)cc2NC(=O)C(C)Oc2cccc(Cl)c2)CC1 (stereo unspecified)	-17	0%	-3%	-10%	-13	5%	-2%	-2%
CCc1c(C)sc2nc3c(C(=O)N4CCOCC4)cc(C(=O)c4ccccc4O)cn3c(=O)c12	5	20%	17%	-9%	-20	-1%	2%	9%
Cc1cccc(N2CCN(c3ncnc4c3nc3n4CCCCC3)CC2C)c1 (stereo unspecified)	12	33%	12%	/	/	/	?	/
O=C(c1cc(Cl)ccc1OCc1ccccc1)N1CCOCC1	-1	5%	-1%	-12%	3	-1%	0%	0%
O=C(NCC1CCCO1)C1CCN(S(=O)(=O)N2CCCC2)CC1 (stereo unspecified)	9	-5%	12%	8%	8	-6%	-1%	2%
CCn1c(C(=O)N2CCCC(C(=O)NCCCOC)C2)cc2sccc21 (stereo unspecified)	-11	-17%	-2%	/	/	/	0%	/
CCCS(=O)(=O)c1c(S(=O)(=O)CCC)c2c(N)cccn2c1C(=O)c1ccccc1	-2	?	-2%	-3%	4	26%	-14%	1%
CC(C(=O)NCc1cccs1)N1CCN(S(=O)(=O)c2ccc3c(c2)OCCCO3)CC1 (stereo unspecified)	-12	12%	2%	9%	-15	0%	-8%	-3%
CCN1C(=O)C(C)C=C(C)C=C1C (stereo unspecified)	-2	-11%	1%	5%	0	2%	5%	-3%
COc1ccc(C(=O)NCC(=O)OCC(=O)NC23CC4CC(CC(C4)C2)C3)cc1	0	8%	12%	-14%	18	-3%	25%	16%
Cc1ccc(CS(=O)Cc2ccc(C(=O)N3CCN(c4ccccc4)CC3)o2)cc1 (stereo unspecified)	-2	3%	-4%	9%	-27	8%	9%	13%
Cc1cccc(OCC(=O)Nc2ccc3oc(-c4ccccc4F)nc3c2)c1	3	24%	2%	/	/	/	24%	/
CC(C)[C@@H]1Cc2[nH][nH]c(=O)c2[C@H](C)O1	2	-16%	-2%	-1%	2	1%	0%	-7%
O=C(O)c1ccc(N2Cc3ccccc3C2)cc1O	6	22%	-16%	0%	-6	-2%	-5%	-6%
COc1ccccc1NC(=O)CN(C)S(=O)(=O)c1cc(C)ccc1OC	3	21%	5%	-4%	17	3%	-9%	3%
Cc1nc(CSc2ccc(Cl)cc2)cc(NCc2ccccc2)n1	3	-21%	-2%	2%	9	17%	9%	0%
O=C(CCCCn1c(=O)c2ccccc2n(Cc2ccc(Cl)cc2)c1=O)NCc1ccccc1Cl	-1	-16%	0%	/	/	/	14%	/
CCOC(=O)/C(C#N)=C/Nc1ccccc1NS(=O)(=O)c1ccc2c(c1)OCCO2	2	-13%	-21%	8%	-20	2%	-15%	-3%
CC(C)(C)N(C(=O)Cn1nnc(-c2ccc(F)cc2)n1)C(C(=O)NC1CCCC1)c1ccncc1 (stereo unspecified)	-1	12%	13%	-10%	4	-19%	?	3%
CC(=O)c1cccc(NC(=S)NC(=O)c2cncc(Br)c2)c1	-3	?	-1%	-2%	?	1%	-8%	-6%
Cc1cc(C)cc(N2CC(C(=O)Nc3cc(C)on3)CC2=O)c1 (stereo unspecified)	7	3%	13%	-6%	6	7%	4%	1%
COc1ccc(OC)c(C2/C(=C(\O)c3ccc4c(c3)OCCO4)C(=O)C(=O)N2CC2CCCO2)c1 (stereo unspecified)	0	28%	-9%	6%	-2	7%	-5%	-4%
CCOC(=O)c1sc2ncn(CC(=O)Nc3cc(C)cc(C)c3)c(=O)c2c1C	9	-20%	-5%	/	/	/	-8%	/

7 entries from above, arranged by molecular weight, smallest number first.
SMILES	DRD3 agonist	FUS yeast rescue	Abeta yeast res	EPAC2 antag	D3 antag	EPAC2 ag	TDP43 rescue	aSyn yeast inh
CCN1C(=O)C(C)C=C(C)C=C1C (stereo unspecified)	-2	-11%	1%	5%	0	2%	5%	-3%
CC(C)[C@@H]1Cc2[nH][nH]c(=O)c2[C@H](C)O1	2	-16%	-2%	-1%	2	1%	0%	-7%
CN(C)c1cc(NC(=O)CNC(C)(C)C)c2ccccc2n1	1	16%	-21%	0%	11	8%	-3%	-3%
CCOC(=O)/C(C#N)=C/Nc1ccccc1NS(=O)(=O)c1ccc2c(c1)OCCO2	2	-13%	-21%	8%	-20	2%	-15%	-3%
CCOC(=O)c1c(NC(=O)CSc2nnnn2-c2ccc(OC)cc2)sc(C)c1C	14	6%	-94%[inhibitor]	2%	33	4%	-18%	-34%[inhibitor]
COc1ccc(OC)c(C2/C(=C(\O)c3ccc4c(c3)OCCO4)C(=O)C(=O)N2CC2CCCO2)c1 (stereo unspecified)	0	28%	-9%	6%	-2	7%	-5%	-4%
O=C(CCCCn1c(=O)c2ccccc2n(Cc2ccc(Cl)cc2)c1=O)NCc1ccccc1Cl	-1	-16%	0%	/	/	/	14%	/

Entries of single compounds, looked up by structure. Values in the order: DRD3 agonist, FUS yeast rescue, Abeta yeast res, EPAC2 antag, D3 antag, EPAC2 ag, TDP43 rescue, aSyn yeast inh
Record of CC(=O)c1cccc(NC(=S)NC(=O)c2cncc(Br)c2)c1 : -3, ?, -1%, -2%, ?, 1%, -8%, -6%
Record of COc1ccccc1NC(=O)CN(C)S(=O)(=O)c1cc(C)ccc1OC : 3, 21%, 5%, -4%, 17, 3%, -9%, 3%
Record of O=C(CCCCn1c(=O)c2ccccc2n(Cc2ccc(Cl)cc2)c1=O)NCc1ccccc1Cl : -1, -16%, 0%, /, /, /, 14%, /
Record of CCOC(=O)c1c(NC(=O)CSc2nnnn2-c2ccc(OC)cc2)sc(C)c1C : 14, 6%, -94%[inhibitor], 2%, 33, 4%, -18%, -34%[inhibitor]
Record of COc1ccc(C(=O)NCC(=O)OCC(=O)NC23CC4CC(CC(C4)C2)C3)cc1 : 0, 8%, 12%, -14%, 18, -3%, 25%, 16%

The list goes on.
SMILES	DRD3 agonist	FUS yeast rescue	Abeta yeast res	EPAC2 antag	D3 antag	EPAC2 ag	TDP43 rescue	aSyn yeast inh
O=C1CCN(S(=O)(=O)c2ccccc2)CCN1CCOCc1ccc(F)cc1	25	-10%	2%	-8%	21	-1%	2%	2%
CN(Cc1cnn(C)c1)C(=O)c1cc(COc2c(F)cccc2F)on1	-4	-3%	14%	2%	1	-3%	3%	4%
CC(=O)c1cccc(NC(=O)Cn2c(=O)oc3cc(S(=O)(=O)NC4CCCC4)ccc32)c1	6	14%	-11%	/	/	/	11%	/
COc1ccc(CNC(=O)Cc2csc3nc(-c4ccc(F)cc4)cn23)cc1	-1	10%	0%	/	/	/	12%	/
Cc1ccc(NC(=O)c2sc3nc(-c4ccc(F)cc4)cn3c2C)c(C)c1	7	-3%	-9%	/	/	/	21%	/
N#Cc1ccccc1OCC(=O)NC(N)=O	6	-20%	13%	-4%	21	4%	4%	3%
CCOCCCNC(=O)c1ccc(-n2c(=S)[nH]c3ccccc3c2=O)cc1	0	-3%	-8%	-10%	1	-4%	-6%	-2%
CC(=O)N/N=C\c1ccccc1OC/C=C/c1ccccc1	2	/	-21%	0%	3	3%	-19%	-9%
O=C(NCCO)C(=O)NCC1OCCCN1S(=O)(=O)c1cc(F)ccc1F (stereo unspecified)	11	/	5%	7%	5	5%	-8%	1%
OC(CNC1CCCCC1)CNC1CCCCC1	-4	-25%	-3%	0%[57.1 µM]	-6	5%	-7%	-3%
C[C@H](CO)N1C[C@H](C)[C@@H](CN(C)Cc2ccc3c(c2)OCCN3C)OCc2cnnn2CCCC1=O	-5	-13%	7%	3%	-88*	7%	7%	1%
Cc1ccc(CN2C(=O)SC(Nc3ccc(Cl)cc3)C2=O)cc1 (stereo unspecified)	9	17%	?	/	/	/	14%	/
COc1ccc(C)cc1S(=O)(=O)N(C)CC(=O)NC1CCCCC1	-12	4%	-20%	19%	-10	5%	13%	-1%
CN(Cc1ccc(F)cc1)C(=O)c1ccc(NS(=O)(=O)c2ccccc2)cc1	2	28%	-7%	-3%	9	2%	17%	13%
CCCCN1C(=O)/C(=C/C=C2\SCCN2C)SC1=S	-4	15%	-31%	-20%	-17	10%	-4%[9.22 µM]	0%
CNc1ncnc2c1ncn2[C@H]1CN(Cc2cccs2)C[C@@H](CO)O1	6	-7%	-13%	7%	0	8%	19%	2%
O=C(c1cccnc1)N(c1cc2sc(=O)oc2c2ccccc12)S(=O)(=O)c1ccccc1	-1	8%	7%	13%	-6	-2%	3%	-9%
COCCNC(=O)C1(C)CCCN(Cc2c(C)nn(-c3ccccc3)c2C)C1 (stereo unspecified)	4	-16%	0%	2%	6	6%	16%	2%
CC(C)c1cc(C(C)C)c(S(=O)(=O)N2c3ccccc3[C@@]3(Br)C[C@H]4C(=O)N[C@@H](Cc5ccccc5)C(=O)N4[C@@H]23)c(C(C)C)c1	2	34%	0%	1%	-18	-3%	-21%	2%
N#Cc1cc2c(nc1Cl)CCCC2	3	/	7%	14%	25	6%	21%	-12%
Cc1ccc(C(NC(=O)NC(C)c2ccccc2)C(Cl)(Cl)Cl)cc1F (stereo unspecified)	18	/	-7%	5%	70	7%	-17%	3%
CCNC(=S)N/N=C(\C)c1ccco1	2	-38%	23%	3%	24	6%	21%	6%
NC(=O)Cc1nc(-c2ccccc2)cs1	-3	-35%	9%	0%	2	-7%	3%	6%
CC1(C)C(=O)NCCN1C(=O)CCCC(=O)O	-3	-5%	2%	-4%	11	-5%	-11%	2%
COc1ccc(-c2nc3cc(NC(=O)c4cc5ccccc5o4)ccc3o2)cc1	10	-21%	2%	/	/	/	25%	/
CCC(=O)N1CCc2cc(Br)cc(S(=O)(=O)CCC(=O)NCCc3ccc(OC)c(OC)c3)c21	2	17%	-7%	/	/	/	-4%	/
N#Cc1cc2c(nc1SCC(=O)Nc1sc3c(c1C#N)CCC3)CCCC2	-3	17%	-9%	0%	-19	7%	-16%	0%
CCc1ccc2c(c1)c(=O)c(C(=O)c1ccc(C)cc1)cn2CC(=O)Nc1ccc2c(c1)OCCO2	-1	-15%	-5%	/	/	/	4%	/
